PAFAH1B3 FP inh: PAFAH1B3 enzyme inhibitors, primary screen, biochemical, fluorescence polarization, human; recombinant PAFAH1B3, FP-rhodamine probe; inhibition, % at 3.39 µM; 340,000 compounds, 0.28% hits; AID 492972, 2010;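 active = inhibition above the screen-wide average of all tested compounds plus 3 SD, cut at about 25% in these data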;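 also: 0% = enzyme with DMSO only and 100% = wells lacking PAFAH1B3 protein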
LYPLA2 inh: LYPLA2 inhibitors, primary screen, counter-screen for PME1 inhibitor project, biochemical, fluorescence polarization, FP-Rh probe ABPP. recombinant LYPLA2. inhibition, % at 5.9 µM. 320,000 compounds, 0.38% hits. AID 2177, 2009;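 active = inhibition above the screen-wide mean plus 3 SD, limit set per campaign, cut at about 26% in these data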;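 also: 0% = LYPLA2 with DMSO and 100% = wells lacking LYPLA2 enzyme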
PME-1 inh: PME-1 inhibitors via competitive probe labeling, primary screen, biochemical, fluorescence polarization, FP-Rh probe, HTS; recombinant PME-1; 320,000 compounds, 0.53% hits; Protein phosphatase methylesterase 1 (Homo sapiens), Q9Y570; inhibition, % at 5.9 µM;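 active = inhibition above the campaign mean of all compounds plus 3 SD, cut at about 26% in these data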;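 also: competitive labeling of PME-1 active site by serine hydrolase directed probe; 0% = PME-1 with DMSO and 100% = wells lacking PME-1 enzyme; inhibitors block probe labeling so polarization falls and inhibition rises; many of its hits are not listed in these tables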
PAFAH1B2 inh: PAFAH1B2 enzyme inhibitors, primary screen, biochemical, fluorescence polarization, human. Platelet-activating factor acetylhydrolase IB subunit alpha2 (Homo sapiens), P68402. recombinant PAFAH1B2, FP-rhodamine activity probe. inhibition, % at 3.39 µM. 340,000 compounds, 1.2% hits;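 active = inhibition above the mean of all tested compounds plus 3 SD, cut at about 24% in these data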;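 also: 0% = enzyme with DMSO and 100% = wells lacking PAFAH1B2; many of its hits are not listed in these tables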
Target sequence (P68402 whole entry, looked up): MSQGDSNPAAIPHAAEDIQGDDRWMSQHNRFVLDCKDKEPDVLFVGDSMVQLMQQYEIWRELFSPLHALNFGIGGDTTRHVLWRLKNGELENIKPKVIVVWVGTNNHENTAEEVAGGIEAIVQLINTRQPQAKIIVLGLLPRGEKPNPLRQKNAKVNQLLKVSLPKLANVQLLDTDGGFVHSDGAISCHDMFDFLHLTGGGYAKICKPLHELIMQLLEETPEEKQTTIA
GSTO1 inh: inhibitors of recombinant GSTO1, primary screen, counter-screen for RBBP9 inhibitor project, biochemical, fluorescence polarization | Glutathione S-transferase omega-1 (Homo sapiens), P78417 | activity-based probe fluorescence polarization | inhibition, % at 5.96 µM | 300,000 compounds, 1.1% hits | AID 1974, 2009;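 active = inhibition above the campaign mean inhibition plus 3 SD, cut at about 35% in these data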;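 also: 0% = GSTO1-1 with DMSO and 100% = wells lacking GSTO1-1 enzyme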
Target sequence (P78417 whole entry, looked up): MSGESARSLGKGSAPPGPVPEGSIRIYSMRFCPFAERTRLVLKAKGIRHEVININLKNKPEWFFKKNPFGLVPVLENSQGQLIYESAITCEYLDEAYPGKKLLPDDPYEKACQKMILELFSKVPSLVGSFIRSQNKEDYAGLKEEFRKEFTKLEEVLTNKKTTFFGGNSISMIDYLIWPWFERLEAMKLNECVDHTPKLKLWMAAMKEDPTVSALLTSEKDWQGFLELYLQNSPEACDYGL
pPAFAH inh: pPAFAH enzyme inhibitors, primary screen, biochemical, fluorescence polarization, human | 330,000 compounds, 1.5% hits | inhibition, % at 3.39 µM | recombinant pPAFAH, FP-rhodamine probe fluorescence polarization;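 active = inhibition above the mean inhibition across the screen plus 3 SD, cut at about 25% in these data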;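 also: inhibitors block binding of the rhodamine activity-based probe so polarization drops; 0% = enzyme with DMSO and 100% = wells lacking pPAFAH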
Target sequence (Q13093 whole entry, looked up): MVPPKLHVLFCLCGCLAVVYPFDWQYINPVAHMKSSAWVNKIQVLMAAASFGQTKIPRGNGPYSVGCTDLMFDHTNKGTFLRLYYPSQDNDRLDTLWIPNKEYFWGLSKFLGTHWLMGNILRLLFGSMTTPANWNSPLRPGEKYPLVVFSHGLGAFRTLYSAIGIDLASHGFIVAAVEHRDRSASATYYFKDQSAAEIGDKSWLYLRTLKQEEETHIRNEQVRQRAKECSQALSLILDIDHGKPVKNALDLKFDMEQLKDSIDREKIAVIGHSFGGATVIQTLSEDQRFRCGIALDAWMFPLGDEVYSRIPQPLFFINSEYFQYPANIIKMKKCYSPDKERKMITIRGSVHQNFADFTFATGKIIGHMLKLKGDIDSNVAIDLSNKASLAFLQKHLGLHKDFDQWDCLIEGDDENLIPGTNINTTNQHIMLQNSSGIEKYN
PREPL inhibitor: PREPL enzyme inhibitors, primary screen, biochemical, fluorescence polarization; 320,000 compounds, 0.68% hits; AID 2751, 2010; inhibition, % at 5.96 µM; recombinant PREPL, fluorescence polarization activity-based probe; in the data active = inhibition above about 43%;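 also: 0% = enzyme with DMSO and 100% = wells lacking enzyme; many of its hits are not listed in these tables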
PAD4 inh: human PAD4 inhibitors, primary screen, biochemical, fluorescence polarization, 1536-well format; inhibition, % at 6.36 µM; recombinant PAD4, RCA probe fluorescence polarization; 330,000 compounds, 0.41% hits; Protein-arginine deiminase type-4 (Homo sapiens), Q9UM07;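 active = percent inhibition above a cutoff equal to the mean of all tested compounds plus 3 SD, cut at about 15% in these data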;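 also: 0% = PAD4 with RCA probe and DMSO and 100% = probe without PAD4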
LYPLA1 counter: LYPLA1 inhibitors, primary screen, counter-screen for PME1 inhibitor project, biochemical, fluorescence polarization, FP-Rh probe ABPP; Acyl-protein thioesterase 1 (Homo sapiens), O75608; inhibition, % at 5.9 µM; recombinant LYPLA1; 320,000 compounds, 0.16% hits;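 active = inhibition above the mean of all tested compounds plus 3 SD, set per campaign, cut at about 14% in these data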;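 also: inhibitors block serine hydrolase probe labeling of LYPLA1 so polarization falls; 0% = enzyme with DMSO and 100% = wells lacking LYPLA1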
The depositor's hits bear a star; · = not tested or not shown; & = joins results of further samples. This is a subset (hit frequency here may not be typical).

Values run as follows: LYPLA1 counter, PAD4 inh, LYPLA2 inh, pPAFAH inh, PME-1 inh, GSTO1 inh, PREPL inhibitor, PAFAH1B2 inh, PAFAH1B3 FP inh
Cc1cc(-c2csc(N)n2)c(C)n1CCc1ccccc1
 : -7, -7, 1, 17, -1, 7, 37, 7, 9
CC(=O)Nc1ccc(Sc2ccccc2C(=O)O)cc1
 : 1, -1, -9, 1, -3, 3, 7, -3, 14
O=C(NCc1ccccc1)C1=C[C@@H](c2ccc(C(F)(F)F)cc2)C[C@@H](OCc2ccc(CO)cc2)O1
 : -10, 0, -16, 5, -11, 4, 24, 5, -1
CCOc1cc(C2NC(=O)NC(C)=C2C(=O)NCc2ccccc2)c(Cl)cc1O (configuration not stated)
 : 0, -2, 6, 4, -1, 2, 12, -4, 2
CCN(CC(=O)NC(C)C)C(=O)c1cc(S(=O)(=O)N2CCCCC2)ccc1N1CCCCC1
 : ·, 2, ·, 1, ·, ·, -2, 3, 0
O=[N+]([O-])c1ccc2c(c1)nc1n2CCSC1
 : 3, -6, 2, 5, -1, 4, 9, 6, -6
COC(=O)/C(=C\Nc1ccc(Cl)cc1Cl)NC(=O)c1ccccc1
 : -2, 0, 0, 0, -4, -5, 1, 1, 6
O=C(O)C1CCN(S(=O)(=O)c2ccc(Cl)s2)CC1
 : ·, -3, ·, -2, ·, ·, 1, 27*, 8
O=C(COC(=O)COc1ccc(Cl)cc1Br)NC1CC1
 : ·, 1, ·, 10, ·, ·, -5, 4, 6
CC(C)(C)NC(=O)C(c1ccccc1)N(Cc1cccs1)C(=O)c1csnn1 (configuration not stated)
 : -1, -5, -4, 2, -1, 1, 1, -1, 0
Nc1nonc1-n1nnc(C(=O)N/N=C/c2ccccc2)c1CN1CCc2ccccc21
 : -14, -1, -13, 7, 4, -2, 7, -2, -2
CC(=O)c1sc(NC(=O)CN2C(=O)C3CCCCC3C2=O)nc1-c1ccccc1 (configuration not stated)
 : -2, 1, 9, 2, 1, ·, 0, 11, 3
O=C(CCSc1nnc(-c2ccncc2)o1)Nc1ccccc1
 : -5, 0, 3, -1, 7, -6, 16, 0, 5
CCC(C(=O)NCCc1ccc(OC)cc1OC)n1nc(C)n2c(cc3occc32)c1=O (configuration not stated)
 : 3, -1, 6, -1, -2, 1, 14, 0, 2
CCOC(=O)C1=C(C)NC(=O)NC1c1ccc(Br)s1 (configuration not stated)
 : 4, -1, 10, -2, -5, -6, -1, 4, 1
Cc1ccccc1N(CC(=O)NC1CCCCC1)C(=O)CNC(=O)c1cccs1
 : -1, 2, -2, 0, -4, 6, 6, 2, -1
O=C(CN1CCN(c2ccc(F)cc2)CC1)NCc1cccs1
 : 3, 1, 0, 1, 2, -5, -1, 5, 5
COc1ccc(NC(=O)CCNS(=O)(=O)c2cccc(C(C)=O)c2)cc1S(N)(=O)=O
 : 1, -1, 1, 3, -8, -2, 3, 5, 6
O=C(Nc1ccccc1)Nc1nc(-c2ccc(F)c(F)c2)cs1
 : -12, 2, -13, -2, -8, -1, -6, 5, -4
CC(C)c1c(C(=O)N/N=C/C2CC=CCC2)nnn1-c1nonc1N (configuration not stated)
 : 1, 5, 8, -9, -5, 0, 4, -8, -4
COc1ccc(NC(=O)C2CC(=O)OC23CCOC(C)(C)C3)cc1 (configuration not stated)
 : 2, 2, 1, -1, -4, 3, 4, 4, 4
O=C(NC1CCS(=O)(=O)C1)C12CC3CC(CC(C3)C1)C2 (configuration not stated)
 : 4, 0, 4, 4, 4, 6, 10, -1, 2
COc1ccc(-c2c(C#Cc3ccsc3)c3cc(-c4ccc5c(c4)OCO5)ccc3n2C)cc1
 : 1, -2, 1, 2, 0, ·, 15, 2, 3
CC(C)(C)C(=O)NC(C(N)=O)=C(Cl)Cl
 : -2, 0, -5, 3, 0, 2, -13, 6, 10
Cn1c(=O)c2c(SCC(=O)N3CCCC3)nc(-c3ccccc3)nc2n(C)c1=O
 : 0, -1, 4, 4, 9, 5, 2, 1, 8
C=CCN1C(=O)C2(OCCCO2)c2cc(Cl)ccc21
 : -1, 3, 10, 8, 1, 3, 1, 0, -8
O=C(Nc1cccc(-c2cccc(F)c2)c1)C1CCN(CC2CCOC2)CC1 (configuration not stated)
 : 1, -1, 2, 8, 4, 0, -22, 2, 4
COC(=O)c1ccc(CSc2ncnc3c2sc2nc(N4CCOCC4)c4c(c23)CCCC4)o1
 : -6, -12, -7, 5, -10, 2, 0, 0, -8
COc1ccc(C[C@H]2CN3C(=NC[C@@H]3Cc3ccc(O)cc3)N2C[C@H](C)NC(=O)c2ccc(C)c(Br)c2)cc1
 : -4, -11, 2, -5, 2, 1, 20, 5, 12
Cc1cc(NS(=O)(=O)c2ccc(NC(=O)C(F)(F)F)cc2)nc(C)n1
 : 0, 1, -1, 0, 7, -3, -8, 11, 12

Molecules shown so far that contain an aryl thioether with sulfur outside any ring:
Values run as follows: LYPLA1 counter, PAD4 inh, LYPLA2 inh, pPAFAH inh, PME-1 inh, GSTO1 inh, PREPL inhibitor, PAFAH1B2 inh, PAFAH1B3 FP inh
CC(=O)Nc1ccc(Sc2ccccc2C(=O)O)cc1
 : 1, -1, -9, 1, -3, 3, 7, -3, 14
O=C(CCSc1nnc(-c2ccncc2)o1)Nc1ccccc1
 : -5, 0, 3, -1, 7, -6, 16, 0, 5
Cn1c(=O)c2c(SCC(=O)N3CCCC3)nc(-c3ccccc3)nc2n(C)c1=O
 : 0, -1, 4, 4, 9, 5, 2, 1, 8
COC(=O)c1ccc(CSc2ncnc3c2sc2nc(N4CCOCC4)c4c(c23)CCCC4)o1
 : -6, -12, -7, 5, -10, 2, 0, 0, -8

Limited to PREPL inhibitor and PAD4 inh (three entries from above):
canonical_smiles	PREPL inhibitor	PAD4 inh
CC(C)(C)NC(=O)C(c1ccccc1)N(Cc1cccs1)C(=O)c1csnn1 (configuration not stated)	1	-5
COc1ccc(NC(=O)C2CC(=O)OC23CCOC(C)(C)C3)cc1 (configuration not stated)	4	2
O=C(Nc1ccccc1)Nc1nc(-c2ccc(F)c(F)c2)cs1	-6	2

Returning to the listing with the 2 entries that preceded the break.
Values run as follows: LYPLA1 counter, PAD4 inh, LYPLA2 inh, pPAFAH inh, PME-1 inh, GSTO1 inh, PREPL inhibitor, PAFAH1B2 inh, PAFAH1B3 FP inh
COc1ccc(C[C@H]2CN3C(=NC[C@@H]3Cc3ccc(O)cc3)N2C[C@H](C)NC(=O)c2ccc(C)c(Br)c2)cc1
 : -4, -11, 2, -5, 2, 1, 20, 5, 12
Cc1cc(NS(=O)(=O)c2ccc(NC(=O)C(F)(F)F)cc2)nc(C)n1
 : 0, 1, -1, 0, 7, -3, -8, 11, 12
Cc1ccccc1Nc1nc(N)nc(COC(=O)c2ccc(O)cc2)n1
 : 2, -4, 4, 2, -3, 0, 11, 5, 7
O=C(Nc1ncc([N+](=O)[O-])s1)c1cccs1
 : 0&2, -9&-7, -1&-1, -5&6, -2&-2, -16&-13, 7&-1, 2&0, 5&12
CCC(C(=O)NCCCN1CC(C)CC(C)C1)n1nc(C)c2sc3ccccc3c2c1=O (configuration not stated)
 : 2, -1, 3, 3, -2, -3, 15, -1, -8
CN(C[C@@H](CC1CCCCC1)N(C[C@H](Cc1ccccc1)N(CCc1ccccc1)N=O)N=O)N=O
 : -6, -2, -7, 0, -1, 2, -8, 1, -3
CCOc1cccc(-c2nnc(SCC(=O)Nc3ccc(OC)c(OC)c3)n2N)c1
 : -3, 7, 11, 2, 9, -1, 17, 3, 2
O=C(CSc1nncs1)NNC(=O)c1ccco1
 : 0, -1, -4, -3, -3, ·, -2, 0, 4
COc1ccc(S(=O)(=O)N2CCOC23CCN(S(=O)(=O)c2ccc([N+](=O)[O-])cc2)CC3)cc1
 : 3, 4, 2, 4, 5, 3, 14, 7, 12
Cn1c(N2CCOCC2)c(/C=N/OC(=O)c2ccc(F)cc2)c2ccccc21
 : 2, -3, 16, 0, 3, -15, 14, 6, 2
CC(C)(C)NC(=O)CSc1nnc(SCC(=O)NC(C)(C)C)s1
 : -2, 0, 5, -3, -3, 6, -2, 1, 5
CN(C(=O)CC1C(=O)NCCN1Cc1ccccc1C(F)(F)F)C1CCOCC1 (configuration not stated)
 : 2, 1, 2, 2, 6, -6, -3, 3, 0
O=C(c1ccccc1)N1CCN(C(=O)c2cc3ccccc3o2)CC1
 : 0, 2, -3, 6, 2, 9, 0, 1, 2
CN(C(=O)COC(=O)c1ccccc1SCC(=O)N1CCCC1)C1(C#N)CCCCC1
 : -2, 1, 0, 0, 5, ·, 1, -2, 5
COc1ccccc1/C=C/C(=O)NC(=S)N(C)C1CCCCC1
 : -3, 1, -3, 0, 3, -2, 4, 10, 9
Cc1cc(Nc2cc(F)ccc2C)n2ncnc2n1
 : 1, -1, -5, -1, -4, 1, 5, 1, 1
CCN(CC)CCNC(=S)Nc1ccc2nc3n(c(=O)c2c1)CCCCC3
 : 0, -2, 6, 0, -11, 7, -8, 3, 4
O=C(NCc1ccccc1Cl)C1CCN(S(=O)(=O)N2CCCC2)CC1
 : 4, 1, 10, 2, 7, 1, 10, 1, -2
CC(C)N(Cc1ccccc1)C(=O)COC(=O)c1cc(S(=O)(=O)N(C)C)ccc1N1CCCC1
 : ·, 1, ·, 5, ·, ·, 4, 6, 5
O=C(COc1ccc(S(=O)(=O)N2CCCC2)cc1Cl)NCc1cccnc1
 : 3, -1, 9, 1, 9, 1, 4, 6, -2
O=C(CN(c1ccccc1)S(=O)(=O)c1ccccc1)N/N=C/c1ccc(OC2CSC2)cc1
 : 2, 4, 11, -2, 1, 0, 1, ·, ·
COC(C(=O)Nc1ccccc1F)c1ccccc1 (configuration not stated)
 : 2, -3, 5, 1, -6, 2, -10, 0, -5
CC1CCN(C2(O)C(=O)Nc3ccc([N+](=O)[O-])cc32)CC1 (configuration not stated)
 : 2, 1, 2, 2, 7, 11, 7, -2, 3
NS(=O)(=O)c1ccc(N=Cc2c(O)n(-c3nccs3)c(=O)c3ccccc23)cc1
 : -3, -3, -8, -1, 4, 3, -2, 7, 4
CC(=O)C1=C(C)Nc2ncnn2C1c1ccc(Cl)cc1Cl (configuration not stated)
 : 0, 3, 4, 5, -5, 0, -15, 3, 3
C/C(N)=C(/C#N)C(=O)COC(=O)C(NS(=O)(=O)c1ccc(Cl)cc1)C(C)O (configuration not stated)
 : -2, 7, -8, -5, -5, -1, 3, 8&5, 7&8
CCOC(=O)CNC(=O)CN1C(=O)CC(c2ccccc2)S(=O)(=O)c2ccccc21 (configuration not stated)
 : 4, -6, 0, -1, -4, 2, -1, 1, 9
C=CCc1cccc2cc(C(=O)NC3CCCCC3)c(=O)oc12
 : -1, -7, 1, 0, 0, 7, 0, 3, 3
O=C(COC(=O)CC1CC2CCC1C2)NC(=O)NCc1ccco1 (configuration not stated)
 : -1, -2, -2, 7, -1, -1, 2, 25*, 0

Source: PubChem
